# Screens deposited in PubChem BioAssay by several laboratories.
# SIAH1 antagonists: Siah-1 peptide-binding antagonists, primary screen, biochemical, fluorescence polarization, rhodamine-plectin, uHTS (AID 1817) | E3 ubiquitin-protein ligase SIAH1 (Homo sapiens) | Siah-1 / rhodamine-plectin peptide fluorescence polarization; higher % means a stronger effect | one-dose displacement, % at 20 µM; IC50 in µM for titrated hits | actives 0.02% (n = 290,000);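 active = displacement of at least 50% at 20 µM, with a fluorescence ratio check between 0.3 and a set limit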;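 also: plate controls were Siah plus tracer with DMSO for no effect and tracer alone without Siah for full effect; strong numbers were not always called active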
# PhoP inhibition: inhibitors of PhoP regulon expression, primary screen, Salmonella Typhimurium, GFP reporter (AID 1863). actives 0.16% (n = 300,000). inhibition, % at 50 µM; hits with a dose series show IC50 in µM. S. Typhimurium PhoP-regulated promoter GFP reporter, 4 h; higher % means a stronger effect;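 active = inhibition over 29.93%, a cutoff 3 SD above the screen mean, later confirmed by dose response; inconclusive = inhibition over 29.93% but no dose response follow-up; inactive = inhibition at most 29.93% or unconfirmed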;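 also: 0% = low Mg2+ inducing control and 100% = high Mg2+ repressing control; strong numbers were not always called active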
# KOR beta-arrestin-1: KOR antagonists, beta-arrestin recruitment, cell-based, luminescence, uHTS (AID 1778). Kappa-type opioid receptor (Homo sapiens). KOR beta-arrestin recruitment, luminescence, antagonist mode; higher % means a stronger effect. one-dose inhibition, % at 10 µM; IC50 in µM for titrated hits. actives 0.091% (n = 290,000); also: strong numbers were not always called active
# NOD1 NF-kB reporter: NOD1 signaling inhibitors, primary screen, cell-based, luminescence, uHTS (AID 1578) | NOD1-driven NF-kB luciferase reporter cells, luminescence; higher % means a stronger effect | one-dose inhibition, % at 4 µM; EC50 in µM for titrated hits | actives 1% (n = 290,000); in the data active = inhibition mostly above about 36%, no sharp cut-off; inactive = mostly below about 34%;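 also: HEK-293T reporter cells stimulated with the NOD1 agonist gamma-tri-DAP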
# KOR beta-arrestin-2: KOR agonists, beta-arrestin recruitment, primary screen, cell-based, luminescence, uHTS (AID 1777); actives 0.02% (n = 280,000); one-dose activation, % at 10 µM; EC50 in µM for titrated hits; KOR beta-arrestin recruitment, luminescence; higher % means a stronger effect; Kappa-type opioid receptor (Homo sapiens); in the data active = activation above about 50%, passing the limit was not always enough; also: a part of the inactive calls stands beside numbers as strong as those of hits
# Myeloid diff MLP: induction of myeloid progenitor differentiation, primary screen, cell-based, flow cytometry, MLPCN library. actives 1% (n = 360,000). AID 624256, 2012. calls only at 10 µM. ER-HoxA9 myeloid progenitors, lysozyme-GFP differentiation;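 active = normalized GFP-positive differentiation at or above the plate's own cutoff, the solvent-only control mean plus 3 SD; inconclusive = no clear call, values can overlap the other calls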;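 also: cells exposed to compound for four days before flow analysis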
# HIV peptide binding: inhibitors of HIV fusion peptide binding, primary screen, biochemical, uHTS, fluorescence dequenching (AID 1986) | actives 0.3% (n = 290,000) | cell-free peptide binding, fluorescence dequenching, 30 min; higher % means a stronger effect | one-dose inhibition, % at 20 µM; IC50 in µM for titrated hits; in the data active = inhibition mostly above about 52%, no sharp cut-off; inactive = mostly below about 76%; also: some results filed as inactive read as strong as hits
# NOD2 inhibition: NOD2 signaling inhibitors, cell-based, luminescence, uHTS, HEK293 (AID 1566); inhibition, % at 4 µM, or EC50 in µM where a hit was titrated; actives 0.63% (n = 290,000); HEK293 NOD2/NF-kB luciferase reporter, luminescence; higher % means a stronger effect; also: many of its hits are not listed in these tables
# LYP phosphatase: inhibitors of LYP phosphatase, biochemical, fluorescence intensity, uHTS (AID 1779) | Tyrosine-protein phosphatase non-receptor type 22 (Homo sapiens) | recombinant LYP phosphatase, fluorescence intensity; higher % means a stronger effect | inhibition, % at 11.5 µM, or IC50 in µM where a hit was titrated | actives 0.054% (n = 290,000);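 also: plate controls were vehicle with enzyme for no effect and no enzyme for full effect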
# Myeloid diff MLP GFP+ MAC1+ %: second read-out of Myeloid diff MLP, no call of its own (marks repeat the call); GFP+ MAC1+ double positive, %; measured here: differentiation confirmed by MAC1 staining
# * = called active by the depositor; i = inactive; ? = inconclusive; / = no result given; + = active, no number; [ ] = remark or other dose. Rule as the data show it, unless noted: active = inhibition above about 50%; inactive = the rest. Some of the compounds tested; rates above refer to the full screens.
SMILES,SIAH1 antagonists,PhoP inhibition,KOR beta-arrestin-1,NOD1 NF-kB reporter,KOR beta-arrestin-2,Myeloid diff MLP,Myeloid diff MLP GFP+ MAC1+ %,HIV peptide binding,NOD2 inhibition,LYP phosphatase
Cc1cc(Cl)ccc1NC(=O)CN1CCN(C(=O)c2ccco2)CC1,-1%,-1%,1%,-9%,-3.8%,i,0.8,0.1%,-3%,-5%
O=C(CC1(O)C(=O)N(CN2CCOCC2)c2ccccc21)c1ccccc1 (stereo not given),-6%,-2%,-25%,4%,1.3%,i,1.3,-2.4%,-8%,-1%
COc1ccccc1C1CC(=O)NC(C)=C1C(=O)OC(C)C (stereo not given),6%,-3%,-3%,-27%,-0.6%,i,0.3,1.4%,11%,-10%
CC(C)N(CCn1c(SCC(=O)N2CC(=O)Nc3ccccc32)nc2ccccc2c1=O)C(C)C,-7%,2%,-1%,2%,0.6%,i,0.3,-1.1%,18%,-2%
CCCCn1c(SCC(=O)NC2CCCC2)nnc1-c1ccco1,2%,1%,-9%,-6%,-2.3%,i,0.5,1.4%,-3%,-9%
O=C(NCc1ccco1)c1ccc2nc3sc4c(c3c(=O)n2c1)CCCC4,4%,5%,-4%,-42%,-2.0%,/,/,14%,-51%,3%
Cc1ccc(C)c(CN2C(=O)COc3ccc(C(=O)c4ccccc4C(=O)O)cc32)c1,43%,6%,14%,-33%,-0.6%,i,0.3,0.5%,24%,58%*
CC1=C(C(=O)OC(C)C)C(c2ccccn2)n2ncnc2N1 (stereo not given),-1%,1%,29%,-41%,-1.2%,i,1.4,0.3%,16%,1%
Cc1cc(=O)n(C)c(=O)n1CCCCCCOc1cccc([N+](=O)[O-])c1,1%,3%,-3%,19%,7.2%,i,0.7,-0.6%,-18%,-4%
COc1cc(C(=O)C(=O)c2ccc(O)c(OC)c2)ccc1O,-1%,-2%,22%,8%,1.9%,i,0.2,-1.7%,19%,6%
CCSc1nnc(NC(=O)CCNS(=O)(=O)c2cc(Br)cnc2N)s1,5%,7%,1%,-24%,-4.3%,i,0.3,0.6%,17%,0%
CCCNC(=O)CN(c1cccc(F)c1)S(C)(=O)=O,4%,9%,-6%,-35%,-1.3%,i,2.7,-2.1%,19%,-8%
Cc1nn(-c2ccc(F)cc2)c(Cl)c1/C=N/NC(=O)c1cccs1,12%,-18%,14%,-36%,-2.8%,i,0.5,-0.8%,-30%,-6%
O=C(Nc1nncs1)c1ccc(N2C(=O)C3C4C=CC(C4)C3C2=O)cc1 (stereo not given),-1%,-2%,24%,-14%,-4.9%,i,0.0,0.3%,-2%,2%
CN1C(=O)c2cccc(NCCCN3C(=O)c4ccccc4C3=O)c2C1=O,4%,-23%,-7%,-17%,0.0%,i,6.1,11%,-1%,-7%
CCN(CC(=O)N1CCOCC1)S(=O)(=O)c1ccc(C)cc1,5%,-8%,2%,-14%,-2.4%,i,0.6,1.3%,-11%,-12%
CCOC(=O)C1CCN(C(=O)COc2ccc(S(=O)(=O)N3CCOCC3)cc2)CC1,5%,-5%,26%,-6%,-0.2%,i,0.0,-0.7%,12%,-7%
COc1cccc2cc(-c3nnc(-c4ccccc4)o3)c(=O)oc12,3%,2%,-40%[20 µM],-14%,/,i,0.7,2.3%,-94%,15%
COCCn1nnnc1C(c1cc2cc(OC)ccc2[nH]c1=O)N1CCC(Cc2ccccc2)CC1 (stereo not given),1%,-1%,-2%,-22%,4.7%,i,6.4,0.4%,0%,-2%
COc1ccc(NC(=O)CCCCn2c(=O)[nH]c3ccccc3c2=O)cc1,8%,-1%,4%,-11%,-0.6%,i,0.6,1.9%,8%,-3%
CCOC(=O)c1ccc(NC(=S)N2CCN(S(C)(=O)=O)CC2)cc1,3%,10%,16%,-4%,-5.6%,i,3.3,7.8%,8%,-8%
COc1ccc(Cl)cc1NC(=S)N1CC(C)OC(C)C1 (stereo not given),-3%,-4%,-3%,-41%,-0.6%,i,3.1,-0.8%,2%,4%
COc1cccc(/C=N/NC(=O)c2c(C)nc3ccc(Br)cn23)c1O,22%,2%,-5%,-36%,-1.2%,?,/,1.8%,-23%,-2%
CC(=O)Nc1ccc(S(=O)(=O)N2CCC(N(C)CCC(C)C)CC2)cc1,1%,4%,15%,42%,3.4%,i,0.9,3.0%,-32%,-3%
Cn1c(CCCNC(=O)c2cccs2)nc2ccccc21,4%,-2%,7%,-29%,-2.4%,i,1.5,1.7%,10%,-3%
Cc1cc2nc(CCN(Cc3cccnc3)C(=S)Nc3ccc(F)cc3)[nH]c2cc1C,2%,-3%,-3%,-14%,3.6%,i,2.1,-0.7%,9%,1%
COc1ccc(CNC(=O)C2CCCN(C(=O)Nc3ccc(OC)cc3)C2)cc1 (stereo not given),0%,3%,11%,-27%,-6.4%,i,0.4,0.5%,8%,-7%
CN1CCN(c2ccc(C(=O)c3ccccc3)cc2[N+](=O)[O-])CC1,1%,0%,-22%,-41%,6.2%,i,0.2,-0.1%,-6%,-2%
Cn1nnnc1SCC(=O)Nc1ccc(Cl)c(S(=O)(=O)N2CCOCC2)c1,-1%,-2%,3%,-8%,3.1%,i,0.3,-0.3%,-4%,-3%
COC(=O)C1C(=O)C=C(N2CCOCC2)CC1(C)C (stereo not given),-1%,41%,-14%,-5%,9.9%,i,1.3,-0.6%,0%,-5%
Cc1ccc(OC(=O)c2cccc(C(=O)Oc3ccc(C)cc3)n2)cc1,4%,3%,-8%,-1%,-0.9%,i,0.6,5.4%,10%,-9%
CCCC1=Nc2cc(C(=O)NCCCOC(C)C)ccc2Sc2ccccc21,2%,-8%,-31%,-8%,3.0%,?,/,-0.1%,-6%,-2%
COc1ccc(CCNC(=O)c2nnn(-c3ccc4c(c3)OCCO4)c2N)cc1OC,5%,6%,12%,3%,-3.3%,i,0.6,0.9%,24%,31%
COc1ccc2ccccc2c1/C=N/NC(=O)c1ccc([N+](=O)[O-])cc1,6%,1%,-1%,-17%,-3.7%,i,0.5,-0.6%,7%,-6%
CCN(CC)C(=O)C12C(=O)Oc3ccccc3C1C2(C)C(=O)c1ccc(F)cc1 (stereo not given),2%,-6%,25%,-6%,-1.6%,i,0.4,-1.0%,7%,-5%
O=S(=O)(NC1CCCC1)c1ccc(Br)s1,2%,7%,-11%,-14%,-0.1%,i,7.1,0.6%,-3%,-5%
CCc1nc(NCCN2CCOCC2)c(C#N)c2c1CCCC2,3%,-2%,12%,3%,-3.7%,i,1.1,-0.6%,-3%,30%
O=C(CN1C(=O)c2cccc3cccc(c23)C1=O)N1CCOCC1,-2%,-14%,-2%,-30%,1.3%,i,0.7,-0.9%,4%,-5%
COc1cccc(C(=O)C(C#N)=C(SC)SC)c1,-4%,-2%,34%,-4%,0.8%,i,0.4,-0.4%,-81%,-10%
O=C(Cn1ncc2c(=O)oc3ccccc3c21)N(Cc1ccco1)C1CCCCC1,3%,-11%,0%,19%,-0.8%,i,2.8,-2.2%,12%,-8%
COc1cccc(NC(=S)N(CCN2CCCCC2)Cc2ccco2)c1,0%,-2%,-7%,-37%,2.7%,i,1.1,0.1%,2%,-4%
CC(NC(=O)CN(c1ccc(F)cc1)S(C)(=O)=O)c1ccccc1 (stereo not given),-2%,-5%,-15%,2%,-2.7%,i,0.6,0.2%,7%,-4%
COc1ccc(OC)c(CCNC(=O)c2sc3nc4n(c(=O)c3c2C)CCC4)c1,4%,-1%,17%,-18%,-4.8%,i,0.4,-1.5%,27%,-9%
CN(C)CC#CCCCCCCC#CCN(C)C,1%,-3%,-37%,-25%,2.5%,/,/,0.9%,14%,1%
COc1ccccc1OCC(=O)N(Cc1nc(-c2ccc(Cl)cc2)no1)C(C)C,2%,9%,8%,-5%,-2.4%,i,2.9,3.1%,8%,0%

# Shown with bars between the fields: part of the list above.
Molecule | SIAH1 antagonists | PhoP inhibition | KOR beta-arrestin-1 | NOD1 NF-kB reporter | KOR beta-arrestin-2 | Myeloid diff MLP | Myeloid diff MLP GFP+ MAC1+ % | HIV peptide binding | NOD2 inhibition | LYP phosphatase
CCCCn1c(SCC(=O)NC2CCCC2)nnc1-c1ccco1 | 2% | 1% | -9% | -6% | -2.3% | i | 0.5 | 1.4% | -3% | -9%
COc1ccc2ccccc2c1/C=N/NC(=O)c1ccc([N+](=O)[O-])cc1 | 6% | 1% | -1% | -17% | -3.7% | i | 0.5 | -0.6% | 7% | -6%
CCSc1nnc(NC(=O)CCNS(=O)(=O)c2cc(Br)cnc2N)s1 | 5% | 7% | 1% | -24% | -4.3% | i | 0.3 | 0.6% | 17% | 0%

# Remaining list, next part:
SMILES,SIAH1 antagonists,PhoP inhibition,KOR beta-arrestin-1,NOD1 NF-kB reporter,KOR beta-arrestin-2,Myeloid diff MLP,Myeloid diff MLP GFP+ MAC1+ %,HIV peptide binding,NOD2 inhibition,LYP phosphatase
CCCCCCSc1nsc(NC(=O)CCC)n1,-1%,-5%,-14%[20 µM],1%,-3.9%,i,0.1,-0.8%,-42%,-3%
O=C(/C=C/c1cccc([N+](=O)[O-])c1)N1CCN(c2ccc(F)cc2)CC1,-5%,-9%,10%,24%,-4.8%,i,1.2,-1.0%,24%,-10%
CCN1CCSc2ccc(C(=O)NCc3ccccc3F)cc21,-7%,/,-26%[20 µM],55%,3.6%,+,6.4*,-1.5%,4%,-8%
CC(=O)Nc1ccccc1C(=O)C(=O)Nc1cccc(C(=O)NCc2ccccc2)c1,-6%,-2%,1%,-12%,-3.5%,i,0.5,-1.6%,5%,-7%
CCOc1ccccc1-c1nc(CN2CCN(C(=O)c3ccco3)CC2)c(C)o1,0%,-7%,-6%,-18%,-1.1%,i,2.4,2.9%,3%,1%
O=C1Nc2ccccc2C12OCC1(CO2)COC2(OC1)C(=O)Nc1ccccc12 (stereo not given),1%,31%,-38%,6%,-2.5%,i,1.9,-1.1%,17%,-7%
Cn1c(CCCOc2ccc(Cl)cc2Cl)nnc1SCC(=O)Nc1nccs1,4%,-11%,-58%,-3%,3.5%,i,3.0,-1.5%,4%,-5%
O=C1c2ccccc2C(=O)N1Cc1nc2ccccc2c(=O)n1CCCn1ccnc1,5%,4%,33%,5%,2.5%,i,1.2,3.6%,4%,-1%
CCn1cc(C(=O)N[C@@H](CCSC)C(=O)NCCO)c(=O)c2cc3c(cc21)OCO3,1%,-6%,-3%,0%,-0.2%,i,0.5,-2.0%,8%,-2%
CCc1nn(C)c2c(=O)c(=O)c2n(C)[nH]1,-2%,-2%,10%,3%,1.5%,i,0.7,5.5%,12%,-3%
CC1(C)CC(=O)C2=C(C1)NC1=C(C(=O)c3ccccc31)C2c1cccnc1 (stereo not given),-2%,-3%,-22%[20 µM],-12%,/,i,0.6,-0.8%,15%,-6%
CCNC(=O)C(=O)NCc1ccncc1,-3%,-9%,-43%[20 µM],-35%,/,i,0.3,-1.3%,0%,-5%
